# PPARg SRC1 recr – PPARgamma-driven SRC-1 recruitment agonism; PPARgamma-SRC-1 coactivator recruitment biochemical assay; activation, % at 8 µM; 200,000 tested, 0.41% active; in the data active means activation above about 19%;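 further: 0% = DMSO and 100% = reference agonist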
# Target sequence (P37231 whole entry, looked up): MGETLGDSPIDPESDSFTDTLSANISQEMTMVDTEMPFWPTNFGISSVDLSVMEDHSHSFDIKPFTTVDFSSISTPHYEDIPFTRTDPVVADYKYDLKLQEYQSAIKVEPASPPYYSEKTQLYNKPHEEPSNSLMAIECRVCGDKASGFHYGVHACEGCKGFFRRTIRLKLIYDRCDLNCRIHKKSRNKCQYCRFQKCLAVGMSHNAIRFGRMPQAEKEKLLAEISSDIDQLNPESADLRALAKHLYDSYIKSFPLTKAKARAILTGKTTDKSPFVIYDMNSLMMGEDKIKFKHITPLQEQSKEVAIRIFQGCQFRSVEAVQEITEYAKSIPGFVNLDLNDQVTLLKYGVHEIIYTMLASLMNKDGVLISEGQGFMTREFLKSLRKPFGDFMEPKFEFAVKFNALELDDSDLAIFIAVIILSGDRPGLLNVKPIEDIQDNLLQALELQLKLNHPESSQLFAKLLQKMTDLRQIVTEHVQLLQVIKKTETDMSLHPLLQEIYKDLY
# TLR4-MyD88 BLA – blocks binding of human TLR4 to MyD88 | O00206+Q99836 | HeLa CL3-4 TLR4/MyD88 BLA complementation, FRET ratio | inhibition, % at 8.4 µM | 200,000 tested, 0.18% active; in the data active means inhibition above about 25%;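 further: 0% = vehicle and 100% = reference inhibitor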
# bIAP act – increases bovine intestinal alkaline phosphatase activity; activation factor at 20 µM; AID 1016; 200,000 tested, 0.17% active; purified bovine IAP, CDP-star luminescence, 30 min; stronger effect = higher value; fold of DMSO-control signal, blank-subtracted;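 active means activation factor of 2 or more at 20 µM, a signal rise over negative controls twice the positive control's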
# Lmaj promast – reduces viability of Leishmania major promastigotes | inhibition, % at 10 µM | resazurin fluorescence viability | 200,000 tested, 9% active; in the data active means inhibition above about 50%;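 further: promastigotes grown with compound for 44 hours at 28 °C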
# PPARg SRC3 recr – PPARgamma-driven SRC-3 recruitment agonism | P37231 | biochemical PPARgamma/SRC-3 coactivator recruitment assay | activation, % at 8 µM | 200,000 tested, 0.26% active | AID 731; in the data active means activation above about 23%;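 further: 0% = DMSO and 100% = reference agonist; some compounds past the cut are filed as inactive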
# bIAP inhibitor – blocks bovine intestinal alkaline phosphatase activity. purified bovine IAP, CDP-star luminescence, 30 min. inhibition, % at 20 µM. 190,000 tested, under 10 active. AID 1019;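 active means over 50% inhibition of intestinal alkaline phosphatase at 20 µM in the single-dose screen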
#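 Incubation: 30 min reaction at room temperature / Material: purified bovine intestinal alkaline phosphatase (IAP) enzyme / Input: enzyme at 1/65,000,000 dilution / Dosing: 20 µM single dose / Signal: CDP-star luminescence signal / Reagent: CDP-star chemiluminescent phosphatase substrate, 30 µM final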
# SRC2 TRFRET art – TR-FRET artefact, counter-screen to PPARgamma/SRC-2 agonist assay. stronger effect = higher value. TR-FRET ratio at 8 µM. 200,000 tested, 0.4% active; in the data active means TR-FRET ratio above about 2000; further: inactives centre near 1500; reference of the scale not given here
# S1P3 antagonist – blocks the human S1P3 receptor. Q99500. CHO S1P3 NFAT-BLA reporter, FRET fluorescence, antagonist mode. inhibition, % at 4.98 µM. 170,000 tested, 0.27% active. AID 485;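 active means inhibition above the plate cutoff, the mean inhibition of test wells on that plate plus 3 SD, cut at about 28% in these data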;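 further: cells challenged with S1P at its EC80 of 0.8 µM; blue over green emission ratio from cleaved BLA substrate after 4 h stimulation; 0% = S1P-stimulated wells and 100% = unstimulated DMSO-only wells; some compounds past the cut are filed as inactive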
# PPARg SRC-2 ag – agonists of SRC-2 recruitment by human PPARgamma | P37231 | PPARgamma LBD-SRC-2 recruitment, biochemical | activation, % at 8 µM | 200,000 tested, 0.34% active | AID 1032; in the data active means activation above about 22%;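 further: 0% = vehicle and 100% = reference agonist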
# ROMK primary – human ROMK K+ channel modulation, primary screen | Tet-inducible ROMK, thallium flux fluorescence; actives lie on both sides | B-score at 10 µM | P48048 | 130,000 tested, 2% active;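 active means signal ratio slope over the read window, or its plate-corrected B-score, at least 3 SD from the plate mean, either direction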;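 further: B-score of the F/F0 ratio slope over 7 to 12 s after thallium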
# Target sequence (P48048 whole entry, looked up): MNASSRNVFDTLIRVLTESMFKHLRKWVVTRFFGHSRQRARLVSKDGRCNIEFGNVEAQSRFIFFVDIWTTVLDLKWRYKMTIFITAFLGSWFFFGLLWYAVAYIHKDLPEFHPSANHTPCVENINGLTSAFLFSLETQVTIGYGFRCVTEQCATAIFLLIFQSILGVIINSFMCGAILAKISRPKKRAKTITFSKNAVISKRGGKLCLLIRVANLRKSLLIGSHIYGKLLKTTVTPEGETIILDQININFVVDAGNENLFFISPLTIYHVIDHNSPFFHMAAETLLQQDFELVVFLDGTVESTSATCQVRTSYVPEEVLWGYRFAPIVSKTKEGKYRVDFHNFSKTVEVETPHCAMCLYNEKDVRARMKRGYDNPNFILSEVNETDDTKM
# DTT redox prof – compounds producing H2O2 with reducing agent – biochemical, NIH compound library profiling, artefact control for MLSCN library redox annotation, primary screen. activation, % at 10 µM. AID 878. 200,000 tested, 0.03% active. DTT-dependent redox cycling H2O2, phenol red/HRP absorbance; 100% = 100 µM peroxide control, 0% = buffer;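 active means activation of at least 50% relative to the plate's high and low controls in the primary single-dose screen; inactive means activation below 50%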;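 further: compound incubated with DTT at 0.8 mM final as the reducing agent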
# * hit, by the source's call; x = no result given. Hits appear at their usual frequency; overall some 11% were active at least once.
SMILES,PPARg SRC1 recr,TLR4-MyD88 BLA,bIAP act,Lmaj promast,PPARg SRC3 recr,bIAP inhibitor,SRC2 TRFRET art,S1P3 antagonist,PPARg SRC-2 ag,ROMK primary,DTT redox prof
Cc1ccc(SCC(=O)NCCCc2ccccc2)cc1,1,1,0.9,-8,-1,8,1513,3,2,0.11,3.3
COc1ccc(S(=O)(=O)/N=C2/NC(=O)/C(=C/c3ccco3)S2)cc1,2,-5,1.1,49,3,-5,1702,-9,6,-0.54,0.7
COC(=O)Oc1ccc(/C=N/NC(=O)CSCc2ccccc2Br)cc1OC,2,-14,0.9,41,-5,11,1362,x,0,x,-12
COc1ccc(NC(=O)CCCC(=O)OCC(F)(F)C(F)F)cc1,0,8,0.9,0,1,5,1366,-41,-5,0.17,-0.6
O=C1c2ccccc2-c2onc3ccc(NCCCn4ccnc4)c1c23,16,-3,0.8,100*,16,24,1785,-5,21,-1.1,0.4
Cc1cc(C(=O)COC(=O)c2cc(O)c3ccccc3c2O)c(C)n1CC1CCCO1 (stereo not given),9,-2,1.1,47,7,-6,1316,-16,-4,-0.34,0.1
CN(C)CCNc1oc(/C=C/c2ccccc2)nc1C#N,1,3,1,0,1,-1,1570,-5,4,x,-0.5
COCCN(C(=O)C1CC1)c1nnc(-c2ccc(C)cc2)s1,8,-4,1,0,-1,-4,1735,x,14,x,2.2
O=C(CCCc1ccccc1)Nc1cccnc1,2,5,0.8,-2,-3,20,1734,x,1,-0.024,-0.3
CCOc1ccc2nc(N3CCC(C(=O)Nc4nnc(CC)s4)CC3)sc2c1,7,5,1,1,6,2,1648,4,7,x,-0.6
Cc1nn(C(=O)CCCn2cc([N+](=O)[O-])cn2)c(C)c1Cl,13,-6,1.1,6,5,-7,1598,15,7,0.04,-0.9
Cc1ccc(C(C(=O)NC2CCCCC2)N(CC2CCCO2)C(=O)CNC(=O)c2cccs2)cc1 (stereo not given),-1,0,1,-7,12,-3,1685,x,-2,x,-3.5
O=C(NC1CCCCCC1)c1cccnc1Sc1ccc(Cl)cc1,1,-6,0.9,-4,0,14,1653,2,7,1.1,0.0
CCOc1cc(C(=O)CSc2nnc(CNc3ccc(Cl)cc3)o2)ccc1NC(=O)CC,2,-1,1,4,-10,-4,1589,22,-7,-0.18,2.6
CCc1cc2c(=O)[nH]c(CC(N)=O)nc2s1,8,-14,1,1,-5,-1,1668,-9,7,0.12,-1.1
COc1ccc(Cc2noc(CN(C)Cc3ccc(-n4cccn4)cc3)n2)cc1OC,2,-1,1.1,-4,2,-8,1416,-20,-2,-0.85,0.7
COc1ccc(C(C(=O)NC2CCCCC2)N(C(=O)c2sc(C)nc2C)c2ccccc2)cc1 (stereo not given),8,12,1.2,-1,8,-18,1851,4,14,0.58,0.1
Cc1ccc(-c2cc(C(F)F)nc(NCc3cccs3)n2)cc1,0,-2,0.9,-6,0,11,1601,6,0,0.23,-0.2
O=S(=O)(NCC(Nc1ccccc1)c1ccccc1)c1ccc(Cl)cc1 (stereo not given),8,1,0.9,1,-2,15,1372,21,3,x,-0.5
Cc1ccc2c(n1)CC(C)(C)CC2=O,-4,3,1,-3,-1,-1,1550,x,1,0.8,-3.5
CC(C)C(=O)Nc1ccc(C(=O)N/N=C/c2cc(Br)cc(Br)c2O)cc1,-2,3,1.2,89*,3,-17,1754,-3,0,0.098,-1.4
CC(C)NC(=O)CSc1nnc(C2CC2)n1-c1ccccc1,8,11,1,-5,7,1,1628,x,-3,x,1.8
FC(F)Oc1ccc(NC(=S)NCc2cccnc2)cc1,-4,4,1.1,7,-5,-9,1557,-3,1,0.32,0.0
Cc1cc(C(=O)COC(=O)c2csc3c2CCCC3)c(C)n1C,6,-6,0.8,-5,-11,15,1513,-28,-6,-0.42,0.0
O=C(Cn1nnc(-c2cccc(C(F)(F)F)c2)n1)N1CCCCCC1,-1,-6,1,-6,-4,-2,1611,x,7,-0.38,0.2

# Single values from the list.
# O=S(=O)(NCC(Nc1ccccc1)c1ccccc1)c1ccc(Cl)cc1 (stereo not given) @ TLR4-MyD88 BLA: 1
# COCCN(C(=O)C1CC1)c1nnc(-c2ccc(C)cc2)s1 @ PPARg SRC-2 ag: 14

# Carrying on:
SMILES,PPARg SRC1 recr,TLR4-MyD88 BLA,bIAP act,Lmaj promast,PPARg SRC3 recr,bIAP inhibitor,SRC2 TRFRET art,S1P3 antagonist,PPARg SRC-2 ag,ROMK primary,DTT redox prof
Cc1nn(Cc2ccccc2)c(C)c1NC(=O)c1cc2nc(-c3ccco3)cc(C(F)(F)F)n2n1,10,-9,1,21,-6,2,1696,-25,1,0.27,0.7
COc1ccc(CCC(=O)Nc2ccc(-c3noc(-c4ccc(OC)c(OC)c4)n3)cc2)cc1,4,-13,1,0,-4,4,1433,16,9,0.21,0.8
C[C@H](N)c1nnc(SCC(=O)c2ccc(Cl)cc2)o1,-1,-3,1.4,-3,-2,-40,1490,x,-7,x,1.0
NC(=O)N/N=C/c1cc(Br)ccc1OC(=O)c1ccccc1,8,-7,1.3,40,10,-31,1581,-14,2,0.76,-0.1
COc1ccc(S(=O)(=O)CCC(=O)N2CCN(c3ccccc3F)CC2)cc1,-8,5,1,4,-1,-3,1470,-2,-7,0.52,0.8
CCc1ccc(OC(C)c2nnc(SCC(=O)Nc3ncccc3C)n2C)cc1 (stereo not given),0,-3,1,11,-3,-2,1434,17,-3,-0.75,0.2
O=C(CCCn1c(SCC(=O)c2ccc(Cl)cc2)nc2ccccc2c1=O)NCc1ccco1,3,-12,1,3,5,0,1427,x,8,x,1.0
NC(=O)c1cc(NC(=O)c2cc(Br)c(Br)s2)cc(C(N)=O)c1,3,-1,1.1,2,2,-13,1694,-7,-2,-0.11,-1.9
CC(C)=CCC/C(C)=C/Cc1c(O)ccc(C(=O)/C=C/c2ccc(O)cc2)c1O,12,-2,1,4,4,-3,1616,-13,6,1.3,0.0
CCC(c1nnnn1C1CCCC1)N(Cc1cccs1)Cc1cc2cccc(C)c2[nH]c1=O (stereo not given),4,8,1,30,4,-2,1587,0,7,-3.9*,0.0
CCOc1cc(/C=C2/C(=O)N(c3ccccc3)N=C2C)ccc1OC(=O)c1cccs1,-1,-7,1,-5,10,2,1490,x,6,x,-2.9
COc1ccc(/C=N/n2c(SC)nnc2-c2ccccc2)c(OC)c1OC,10,9,1.2,21,-2,-24,1805,37,-6,3.4*,-0.4
COc1cc2c(cc1OC)CN(C(=O)c1ccc3nc[nH]c3c1)CC2,-2,-3,1.1,-5,0,-14,1481,9,2,3.4*,-1.4
CCCCCCSc1nc(O)c(C2OC(=O)c3c2ccc(OC)c3OC)c(=O)n1CC (stereo not given),-3,-6,1,-5,3,4,1426,x,0,0.78,0.3
CCOC(=O)c1cncc(NC(=O)c2ccccc2)c1,8,0,0.9,-3,2,14,1661,3,7,x,2.0
c1ccc(-c2csc(Nc3cccnc3)n2)cc1,5,-13,1,16,7,0,1626,18,6,-0.56,-1.2
CC1(CCc2ccccc2)NC(=O)N(Cc2cc([N+](=O)[O-])cc3c2OCOC3)C1=O (stereo not given),1,-3,1,12,4,-1,1579,-11,4,0.26,0.1
CCOc1ccccc1CN1CCN(S(=O)(=O)CC)CC1,5,3,1,82*,2,0,1573,-26,1,0.9,0.4
COc1cc(/C=N/Nc2ccc(C(=O)O)cc2)ccc1O,8,1,1,24,9,-3,1567,-14,1,0.84,-0.8
N#Cc1cccc(C(c2nnnn2CCc2ccccc2)N2CCN(C3CCCCC3)CC2)c1 (stereo not given),0,11,1,81*,6,-4,1448,-4,-6,-3.1*,-0.1
O=C(CSC1=N/C(=C/c2ccco2)C(=O)N1c1ccc(OC(F)F)cc1)NC1CCS(=O)(=O)C1 (stereo not given),4,-4,0.9,0,1,15,1493,-7,9,-0.078,-0.6
CCN(CC)c1ccc(/C=N/NC(=O)C(O)(c2ccccc2)c2ccccc2)o1,-10,12,1.2,-1,-3,-21,1502,4,-4,x,-0.4
Cc1sc2nc(C(C)C)nc(SCC(=O)N3c4ccccc4CC3C)c2c1C (stereo not given),17,-7,1.1,94*,4,-8,1862,-6,9,0.33,-0.7
COc1ccccc1C1(O)CC2CCC(C1)N2S(=O)(=O)c1ccc(C(C)=O)cc1 (stereo not given),4,13,0.9,20,4,14,1578,-23,2,x,-1.2
COC(=O)c1ccc(/C=N/OCC(=O)NCCc2ccc(OC)c(OC)c2)cc1,6,-12,1,-3,3,-4,1710,-15,7,-0.4,-0.3

# Already shown: 3 of the compounds above.
SMILES,PPARg SRC1 recr,TLR4-MyD88 BLA,bIAP act,Lmaj promast,PPARg SRC3 recr,bIAP inhibitor,SRC2 TRFRET art,S1P3 antagonist,PPARg SRC-2 ag,ROMK primary,DTT redox prof
Cc1sc2nc(C(C)C)nc(SCC(=O)N3c4ccccc4CC3C)c2c1C (stereo not given),17,-7,1.1,94*,4,-8,1862,-6,9,0.33,-0.7
COc1ccccc1C1(O)CC2CCC(C1)N2S(=O)(=O)c1ccc(C(C)=O)cc1 (stereo not given),4,13,0.9,20,4,14,1578,-23,2,x,-1.2
COC(=O)c1ccc(/C=N/OCC(=O)NCCc2ccc(OC)c(OC)c2)cc1,6,-12,1,-3,3,-4,1710,-15,7,-0.4,-0.3

# The list goes on.
SMILES,PPARg SRC1 recr,TLR4-MyD88 BLA,bIAP act,Lmaj promast,PPARg SRC3 recr,bIAP inhibitor,SRC2 TRFRET art,S1P3 antagonist,PPARg SRC-2 ag,ROMK primary,DTT redox prof
CCSc1nnc(NC(=O)CSc2nncc(=O)n2N)s1,-4,7,1,-11,2,-5,1355,-2,-2,1,0.1
COc1ccccc1Cc1nc(-c2ccc(C)cc2)no1,-4,-5,0.9,-6,8,10,1535,9,8,x,1.8
Cc1ccc(C(=O)Cn2cnc3ccccc3c2=O)cc1,3,-14,1,-5,2,2,1345,x,11,x,-0.6
O=C(O)c1cccc(NC(=S)N/N=C/c2c[nH]c3ccccc23)c1,5,-17,0.8,-4,6,16,1547,14,1,x,-0.1
CC(=O)C1CCN(Cc2ccccc2)CC1,6,-4,0.9,31,-3,11,1715,x,11,-0.73,0.1
CC(C)C(OC(=O)c1cc2c(s1)CCCCC2)C(=O)NC(N)=O (stereo not given),-8,4,1.1,-3,3,-11,1533,-11,-3,x,0.2
CCOC(=O)c1ccccc1NC(=O)COC(=O)C(CC(C)C)NC(N)=O (stereo not given),4,-9,1,-4,0,3,1687,7,5,0.11,-0.4
COc1ccc(NC(=O)c2ccccc2NC(=O)CSc2ccc(C)cc2)cc1,0,3,1,2,0,0,1399,x,-4,0.43,-4.2
Cn1c(=O)n(CCc2ccccc2)c(=O)c2c1nc1n2CCCN1CCc1ccccc1,-4,-2,1.1,28,-2,-6,1477,-5,5,x,0.1
Cc1cccc(CSc2ccc3nnc(-c4ccccn4)n3n2)c1,4,-12,1.3,1,8,-29,1625,-1,2,-0.54,-0.8
O=C1OCc2ccc(NC(=O)C3CC3)cc21,-2,1,1,50,-4,-1,1547,-6,-3,0.033,0.4
O=C(c1ccccc1)c1ccc(O)cc1O,8,-14,0.8,28,1,15,1569,-11,3,x,0.1
Cc1cccc(C(=O)NNC2=C(C(=O)C(F)(F)F)CCC2)c1O,0,-4,1,24,3,0,1468,x,-1,x,-0.2
CCCCCC(=O)N/N=C/c1cccs1,-4,7,1,-6,-3,5,1617,x,14,x,0.5
CCOC(=O)c1ccc(CSc2nnc(-c3ccncc3)n2N)cc1,-9,3,1,5,4,-4,1368,6,-6,x,0.1
